Screening data (PubChem)
TbREL1 inh: TbREL1 RNA ligase inhibitors, primary screen, biochemical, FRET fluorescence | TbREL1 RNA ligation | RNA-editing ligase 1, mitochondrial (Trypanosoma brucei brucei), P86926 | 89,000 tested, 0.49% active | inhibition, % at 9.66 µM;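 active = inhibition above the mean inhibition across all screened compounds plus 3 SD, cut at about 11% in these data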;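 note: 0% = plate median of test wells and 100% = NSC42067 control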
Target sequence (P86926 whole entry, looked up): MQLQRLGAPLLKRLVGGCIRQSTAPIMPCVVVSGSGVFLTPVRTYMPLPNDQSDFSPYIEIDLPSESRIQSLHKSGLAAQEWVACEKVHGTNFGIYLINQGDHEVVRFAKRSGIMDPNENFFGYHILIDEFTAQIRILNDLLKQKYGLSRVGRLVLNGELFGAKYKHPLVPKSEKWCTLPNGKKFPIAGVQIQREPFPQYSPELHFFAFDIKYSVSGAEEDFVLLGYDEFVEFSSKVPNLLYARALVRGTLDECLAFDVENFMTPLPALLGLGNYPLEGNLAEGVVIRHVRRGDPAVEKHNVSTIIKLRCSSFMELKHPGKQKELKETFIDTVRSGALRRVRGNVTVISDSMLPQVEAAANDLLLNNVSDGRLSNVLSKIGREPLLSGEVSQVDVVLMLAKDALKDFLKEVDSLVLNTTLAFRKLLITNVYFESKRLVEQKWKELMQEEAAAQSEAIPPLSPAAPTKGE
Numbers without * were called inactive. Only part of the results is shown. The share of hits here may be higher or lower than overall.

Compound,TbREL1 inh
CC(=O)N1CCc2cc(S(=O)(=O)NC3CCN(C(=O)OCc4ccccc4)CC3)ccc21,-1
CC(C)C[C@@H](COc1ccccc1)N1CCN(Cc2ccccc2)CCC1=O,-3
O=C(NNc1ccc(-c2csnn2)cc1)c1cc(Cl)cc(Cl)c1,1
O=C1/C(=C/c2ccncc2)Oc2cc(OS(=O)(=O)c3ccccc3)ccc21,2
CN(C)CCCNC(=O)OC1CC2CC1[C@H]1CCCCN1C2=O (some centres not stated),2
COc1ccc(NC(C)=O)cc1C#N,1
COc1ccc(NC2CCCN(C(=O)c3csc(C)n3)C2)cc1 (configuration not stated),-5
COc1ccc(S[C@]2(C(=O)N3CCOCC3)CC(=O)N[C@@H]2c2ccc(OC)cc2)cc1,-4
NC(=O)[C@@H]1CCCN1C(=O)[C@H](CCc1ccccc1)NC(=O)[C@H]1O[C@@H](n2cnc3c(N)ncnc32)[C@H](O)[C@@H]1O,0
CCc1ccc2c(c1)C1(NN=C(c3ccc(C)cc3)S1)C(=O)N2 (configuration not stated),2
COc1ccc(/C=C/C(=O)Nc2cc(F)ccc2C)cc1S(=O)(=O)N1CCOCC1,1
Cc1cccc(-n2c(O)c(C=NC3CCS(=O)(=O)C3)c3ccccc3c2=O)c1C (configuration not stated),-4
CC1=CC(C)(C)Nc2ccc(OC(=O)c3cccnc3)cc21,-4
O=C(O)c1ccc(Cn2nnc3sc4c(c3c2=O)CCCC4)cc1,-1
CCOC(=O)Cn1c(=N)n(Cc2ccccc2F)c2ccccc21,4
COc1ccc(CC(NC(C)=O)C(=O)NC2CCN(c3nc(C)cc(C)c3C#N)CC2)cc1OC (configuration not stated),-3
Cc1ccc(S(=O)(=O)N2CCOCC2)cc1C(=O)Nc1cccc(S(=O)(=O)N2CCCC2)c1,-1
Nc1nonc1-n1nnc(C(=O)N/N=C/c2ccccc2F)c1CN1CCc2ccccc21,-2
C[C@@H]1CN([C@H](C)CO)C(=O)CCCn2cc(nn2)CO[C@H]1CN(C)S(=O)(=O)c1cccs1,1
Cc1nc(-c2cccc3ccccc23)ccc1C(=O)O,0
COc1cccc(C(=O)N[C@H](C(=O)N2CCC[C@H]2C(=O)NCc2ccccc2)C2CCCCC2)c1,-2
O=C(Nc1ccc(Cl)c(S(=O)(=O)Nc2ccccc2Cl)c1)c1cccs1,0
CCOC(=O)c1csc(NC(=O)c2ccc(S(=O)(=O)N(CC)CC)cc2)n1,0
CCOC(=O)c1c2ccc(OCC(=O)N/N=C/c3ccc(C)cc3)cc2n2ccccc12,2
Cc1cc(NC(=O)CSc2nnc(COc3cccc(C)c3C)n2C)no1,-2

Other records follow.
Compound,TbREL1 inh
Cc1cc(-c2nnc(SCC(=O)Nc3ccc(C(F)(F)F)cc3)n2C)no1,-2
CCN(CC)S(=O)(=O)c1ccc(N2CCOCC2)c(NC(=O)c2ccc(N3CCCC3=O)cc2)c1,0
Cc1[nH]n(C)c(=O)c1[N+](=O)[O-],4
CC1(C)C/C(=C(/C#N)C(N)=O)CCO1,3
CCc1[nH]nc2c1C(C(C)C)C(C#N)=C(N)O2 (configuration not stated),0
O=C(Cn1c(=O)oc2ccccc21)Nc1nnc(N2CCCCCC2)s1,-1
COC(=O)CCc1c(C)nn(-c2ccccc2)c1C,1
Cn1c(=O)c(NCCO)c2c3c(cccc31)C(=O)c1ccccc1-2,-12
CC1(Cc2ccc(C(F)(F)F)o2)C(=O)Nc2ccc(-c3cccc(C(F)(F)F)c3)cc21 (configuration not stated),6
CC(C)(C#CC(O)(c1ccccc1)c1ccccc1)N1CCCC1,-1
O=C(Cc1ccccc1)N/N=C/c1ccccn1,0
O=C(NNC(=O)c1ccc2ccccc2c1O)Nc1ccc(F)cc1,-9
Cc1noc(C)c1C(=O)OCC(=O)c1cc(C)n(Cc2ccccc2Cl)c1C,-5
Cc1nc2ccccn2c(=O)c1NC(=O)c1cccs1,1
Cc1c(C#N)c(N)nc2c3c(sc12)NC(=O)CC3c1ccccc1 (configuration not stated),0
COc1ccc(NC(=O)CSc2nc(C)c3c(c2C#N)CCCC3)cc1,-2
COc1ccc2nc(NC(=O)CSc3nnc(-c4ccoc4C)n3C)sc2c1,-1
Nc1nn(-c2ccccc2)c(N)c1N=Nc1ccc2c(c1)OCO2,1
CCN(CC)C(=O)c1nc[nH]c1C(=O)N1CCN(C(=O)OC(C)(C)C)CC1,-2
CC(=O)c1ccc(NC(=O)c2ccn[nH]2)cc1,6
C=CCn1cc(C(=O)NCC2CCCO2)c(=O)c2cc(S(=O)(=O)N3CCCCCC3)ccc21 (configuration not stated),-1
O=C1c2ccccc2C(c2nnnn2-c2ccc3c(c2)OCCO3)N1CCCn1ccnc1 (configuration not stated),0
O=C(Cn1cnc(S(=O)(=O)N2CCCC2)c1)Nc1cccc(Br)c1,0
Cc1cc(NS(=O)(=O)c2ccc(NC(=O)COc3ccc(Cl)cc3Cl)cc2)no1,-2
Cc1ccc(S(=O)(=O)n2ccc(=O)[nH]2)cc1,2

The list goes on, overlapping the part above by three compounds.
Compound,TbREL1 inh
O=C(Cn1cnc(S(=O)(=O)N2CCCC2)c1)Nc1cccc(Br)c1,0
Cc1cc(NS(=O)(=O)c2ccc(NC(=O)COc3ccc(Cl)cc3Cl)cc2)no1,-2
Cc1ccc(S(=O)(=O)n2ccc(=O)[nH]2)cc1,2
COC(=O)CCN(C(=O)c1cccc([N+](=O)[O-])c1)c1ccccn1,2
O=C1N[C@@H](c2ccccc2)COC(=O)[C@@H](Cc2ccc(F)cc2)CC/C=C/C[C@@H]1CC(=O)N(CCO)Cc1ccccc1,-1
CC(C)Cc1cc(C(=O)N2CCN(C(c3ccccc3)c3ccccc3)CC2)no1,-1
O=C1NC[C@H](CCCCN2C[C@H](Cc3ccc(O)cc3)N(Cc3ccccc3)C(=O)C2=O)N(CC2CCCCC2)C1=O,-1
COc1ccc(N2CCN(c3ncnc4nc[nH]c34)CC2)cc1,-3
COc1cc(Cl)c(NS(=O)(=O)c2cc3[nH]c(=O)c(=O)[nH]c3cc2C)c(OC)c1,1
CC(C)OC(=O)[C@@H](Cc1ccccc1)N[C@H](/C=C/c1ccccc1)[C@@H](O)Cc1ccccc1,1
O=C(NNS(=O)(=O)c1ccccc1[N+](=O)[O-])c1cc2ccccc2cc1O,-4
C/C(=N\NC(=O)c1cc(-c2ccccc2)nc2ccccc12)c1ccc(Cl)cc1,-1
Cc1ccc(S(=O)(=O)/C(=C\N(C)C)c2cnc(Cl)s2)cc1,-3
COc1ccc(CN2CN(c3ccc(Cl)cc3)C(=O)N(n3cnnc3)C2)cc1,0
CC(C(=O)Nc1ccccc1C#N)N1C(=O)NC2(CCCCCC2)C1=O (configuration not stated),0
Cc1cc(C)c2c3c(sc2n1)C(c1cccc(F)c1)C(C#N)=C(N)O3 (configuration not stated),3
CCOc1ccccc1NS(=O)(=O)c1ccc2c(c1)n(C)c(=O)c(=O)n2C,0
COc1cc(OC)cc(C(=O)NNC(=O)CCC2CCCC2)c1,-2
COc1ccc(NC(=O)C2CCN(S(=O)(=O)c3c(C)noc3C)CC2)cc1,1
CC(Oc1ccc(Br)cc1)C(=O)NCC(c1ccco1)N1CCCCC1 (configuration not stated),2
CCCOc1c(OC)cccc1C1CC(=O)Nc2cc3c(cc21)OCO3 (configuration not stated),6
COc1cccc(-c2cnc3c(NC=O)cc(-c4ccc(N(C)C)cc4)cn23)c1,-6
CCCc1cc(C(=O)Nc2cccc(-c3nn[nH]n3)c2)sc1C,2
Fc1ccc(-c2cc(-c3nnc4sc(-c5ccco5)nn34)[nH]n2)cc1,0
C/C(=N/NC(N)=S)c1ccc(Br)s1,-1
COc1ccccc1OCCC(=O)N1CCN(c2ccccc2OC)CC1,-2
O=C(NCc1cc(Cl)cc(Cl)c1)c1ccc2nc(COCCO)[nH]c2c1,-3
COC(=O)C(NC(C)=O)(Nc1ccc(Br)cn1)C(F)(F)F (configuration not stated),2

2 records drawn at random from the list so far:
Compound,TbREL1 inh
COc1ccc(NC2CCCN(C(=O)c3csc(C)n3)C2)cc1 (configuration not stated),-5
Cc1c(C#N)c(N)nc2c3c(sc12)NC(=O)CC3c1ccccc1 (configuration not stated),0

Additional structures follow:
Compound,TbREL1 inh
Cc1cc(NC(=O)COC(=O)C2CC(=O)N(c3ccc(Cl)cc3)C2)no1 (configuration not stated),-3
CCCCCCCCN1C(=O)[C@H](CC(=O)NCCCOCCCC)C[C@@]2(C(=O)OCC)CCCC=C12,-2
CCN(CC(=O)NCc1ccc(Cl)cc1)C(=O)c1cccc(S(=O)(=O)Nc2ccc(OC)cc2)c1,-3
Cc1onc(-c2c(F)cccc2Cl)c1C(=O)NC1CC1,2
S=C1Nc2ccccc2Sc2ccc(Cl)cc21,1
CCOC(=O)c1c(NC(=O)C2C3CCC(O3)C2C(=O)O)sc(C)c1-c1ccc(F)cc1 (configuration not stated),-2
CC1CCN(C(=O)c2[nH]cnc2C(=O)NC2CCN(C(=O)OC(C)(C)C)CC2)CC1,-1
Cc1n(CC(O)COCc2ccccc2)c2ccccc2[n+]1C (configuration not stated),-1
NC(=O)CN1CCN(C(=O)NC2CCCCC2)CC1,-1
O=S(=O)(c1ccc(NC(=S)NCc2ccc(F)cc2)cc1)N1CCOCC1,-5
Cc1ccc(S(=O)(=O)N(C)c2ccc(OCC(=O)Nc3ccc(S(C)(=O)=O)cc3)cc2)cc1,6
CCCC(=O)Nc1ccc(-c2nc3cc(C)c(C)cc3o2)c(O)c1,2
O=C1NC(Cc2ccccc2)c2nc3ccc(F)cc3c(=O)n2-c2ccccc21 (configuration not stated),1
NC(=O)C1(Nc2ccc(-c3ccc(Br)cc3)cc2)CCCC1,-2
Cc1cc(NC(=O)CCCC(=O)Nc2ccc(F)cc2)no1,0
CN(C)c1ccc(/C=N/NC(=O)c2ccnn2C)cc1,-3
COc1ccc(C(=O)Nc2nnc(SCC(=O)Nc3ccc(NC(C)=O)cc3)s2)c(OC)c1,-2
N#Cc1cc(C(=O)c2cc(F)ccc2O)cn(-c2nccs2)c1=O,-2
COC(=O)[C@]1(C)N[C@H](c2ccc(-c3ccc(F)cc3)cc2)[C@@H]2C(=O)N(C)C(=O)[C@@H]21,2
COc1ccc(C2C(C(C)=O)=C(O)C(=O)N2c2nc3ccccc3s2)cc1OC (configuration not stated),-3
Nn1cc(-c2ccccc2)nc1SCC(=O)NCC(F)(F)F,8
CC(C)C(NS(=O)(=O)c1c(Cl)cccc1Cl)C(=O)OCC(=O)c1c[nH]c2ccccc12 (configuration not stated),-2
Cc1nn(Cc2ccc(F)cc2)c(C)c1NC(=O)c1cccnc1Cl,0
CCCCn1c(CCC)nc([N+](=O)[O-])c1Sc1ccc(Cl)cn1,2
CCOc1ccc(NC(=O)c2ccccc2NS(=O)(=O)c2ccc(F)cc2)c([N+](=O)[O-])c1,-1

Entries from the list above containing a COOH group:
Compound,TbREL1 inh
O=C(O)c1ccc(Cn2nnc3sc4c(c3c2=O)CCCC4)cc1,-1
Cc1nc(-c2cccc3ccccc23)ccc1C(=O)O,0
CCOC(=O)c1c(NC(=O)C2C3CCC(O3)C2C(=O)O)sc(C)c1-c1ccc(F)cc1 (configuration not stated),-2

Next compounds:
Compound,TbREL1 inh
COc1ccc(CCC(=O)OCC(=O)Nc2ccc(OC)c(OC)c2)cc1OC,0
O=C(c1ccco1)N1CCN(C(=O)c2cc(-c3ccccc3F)no2)CC1,-1
CCc1nc2ccc(C(=O)N3CCN(C(=O)c4ccco4)CC3)cn2c1N(C)C(=O)Nc1ccccc1OC,-4
CC1CN(S(=O)(=O)c2ccc(-c3nc4ccccc4s3)cc2)CC(C)O1 (configuration not stated),3
CC(=O)c1ccc(OCC(=O)N2CCN(S(=O)(=O)c3ccc(Br)s3)CC2)cc1,5
CN(C(=O)c1cc(-n2cnnc2)ccc1Cl)c1ccccc1,0
NC(=S)N=Nc1c(O)[nH]c2ccccc12,1
N/C(=N/O)c1nc(N2CCCC2)nc(N(c2ccccc2)c2ccccc2)n1,4
C[C@@H]1CN([C@@H](C)CO)C(=O)c2cccc(NS(C)(=O)=O)c2O[C@H]1CN(C)Cc1ccc(C(=O)O)cc1,-1
CCCCN(C(C)=O)c1ccc(S(=O)(=O)NC2=NCCCCC2)cc1NC(C)=O,0
COc1cc(N2C[C@@]3(O)CC[C@@H](O)[C@@H](OC)[C@@H]3[C@@](C)(O)[C@@H]2CC=C(C)C)cc(OC)c1OC,-4
Cc1ccc(N(CC(=O)Nc2ccc3c(c2)OCCO3)S(C)(=O)=O)cc1,0
CC1(c2nnnn2Cc2ccccc2)CSCC(=O)N1Cc1cccs1 (configuration not stated),-2
COc1ccccc1C(=O)NC(=O)COC(=O)CCS(=O)(=O)c1ccc(C)cc1,-1
Cc1ccc(NC(=O)CSc2nnc(C3CC3)n2C)cc1S(=O)(=O)N1CCCCC1,0
O=[N+]([O-])c1cccc(-c2ccc(C(=S)N3CCN(c4ccccc4)CC3)o2)c1,-3
O=C(NCCN1CCN(c2cccc(Cl)c2)CC1)C1CCCN(S(=O)(=O)c2cnc[nH]2)C1 (configuration not stated),5
Cc1sc(NC(=O)CN(CCc2ccccc2)C(=O)C2CC2)c(C(N)=O)c1C,-6
CCn1c2ccccc2c2cc(NC(=O)COC(=O)c3cc(S(N)(=O)=O)c(Cl)cc3Cl)ccc21,-1
CSc1ccccc1OCc1cc(C(=O)N2CCN(Cc3nccn3C)CC2)no1,2
COc1ccc(CC(=O)NNC(=O)c2ccco2)cc1,0
